TAAR1 ag – human TAAR1 agonism | CHO RD-HGA16 TAAR1, Fluo-8 calcium fluorescence; vehicle wells 0%, saturating PEA agonist 100% | Q96RJ0 | AID 624467 | 360,000 compounds, 0.99% hits | activation, % at 3 µM;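 active = activation above the mean activation of all test compounds in the run plus 3 SD, cut at about 38% in these data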
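Assay system: CHO-derived RD-HGA16 cells with stable Gα16 and human TAAR1; timing: 17-24 h seeding, 75 min 37 °C dye, 30 min RT; read-out: % activation from peak over basal fluorescence ratio, DMSO-to-PEA scaled; measured by: kinetic Fluo-8 calcium fluorescence; benchmarks: low control DMSO, high control PEA (EC100); doses: 3 µM single concentration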
CHRM4 agonist – agonists of human muscarinic M4 receptor (CHRM4). CHO-K1 hM4/Gqi5, Fluo-8 calcium fluorescence; vehicle 0%, full acetylcholine response 100%. activation, % at 3 µM. 360,000 compounds, 0.14% hits;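 active = activation above the run mean over all test wells plus 3 SD, cut at about 32% in these data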;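 note: peak over basal fluorescence ratio per well then scaled between controls; 0% = DMSO wells and 100% = acetylcholine at EC100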
CHRM5 antagonist – blocks acetylcholine activation of human M5 receptor; CHO-hM5 cells, Fluo-8 calcium fluorescence, ACh EC80; inhibition, % at 3 µM; P08912; AID 624040; 360,000 compounds, 0.59% hits;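 active = inhibition above a per-plate cutoff, the mean of that plate's test compounds plus 3 SD, cut at about 27% in these data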;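 note: 0% = acetylcholine EC80 with DMSO and 100% = DMSO without agonist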
M5 PAM – potentiates acetylcholine response at human M5 receptor; P08912; CHO-K1 hM5, Fluo-8 calcium, ACh EC20 PAM; 0% = ACh EC20, 100% = ACh EC100; activation, % at 3 µM; 360,000 compounds, 0.3% hits; AID 624038;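 active = activation above the run cutoff, the mean activation of all test compounds plus 3 SD, cut at about 18% in these data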
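System: CHO-K1 cell line with stable human muscarinic M5 receptor expression | Also added: EC20 acetylcholine as agonist stimulus | Compound: One concentration, 3 µM final (nominal) | Timing: Fluo-8 loading 80 min at 37 °C plus 30 min room temperature | Measured by: Fluo-8 calcium dye fluorescence, kinetic read | Read-out basis: % activation, ACh-normalized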
M4 antag – antagonists of human muscarinic M4 receptor (CHRM4); AID 624125; CHO-hM4 cells, ACh EC80, Fluo-8 calcium fluorescence; 360,000 compounds, 0.73% hits; inhibition, % at 3 µM; P08173;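 active = inhibition above its plate's cutoff, the mean inhibition of sample wells plus 3 SD, cut at about 27% in these data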;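 note: 0% = acetylcholine EC80 with DMSO and 100% = DMSO without agonist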
M1 antag – human CHRM1 antagonism. CHO-K1 hM1, Fluo-8 calcium fluorescence, ACh EC80 antagonist. 360,000 compounds, 1.3% hits. inhibition, % at 3 µM;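 active = percent inhibition above its own plate's cutoff, namely the mean of that plate's compound wells plus 3 SD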;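 note: peak over basal fluorescence ratio during 140 s after agonist addition; 0% = ACh EC80 plus DMSO and 100% = DMSO alone without agonist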
Target sequence (P11229 whole entry, looked up): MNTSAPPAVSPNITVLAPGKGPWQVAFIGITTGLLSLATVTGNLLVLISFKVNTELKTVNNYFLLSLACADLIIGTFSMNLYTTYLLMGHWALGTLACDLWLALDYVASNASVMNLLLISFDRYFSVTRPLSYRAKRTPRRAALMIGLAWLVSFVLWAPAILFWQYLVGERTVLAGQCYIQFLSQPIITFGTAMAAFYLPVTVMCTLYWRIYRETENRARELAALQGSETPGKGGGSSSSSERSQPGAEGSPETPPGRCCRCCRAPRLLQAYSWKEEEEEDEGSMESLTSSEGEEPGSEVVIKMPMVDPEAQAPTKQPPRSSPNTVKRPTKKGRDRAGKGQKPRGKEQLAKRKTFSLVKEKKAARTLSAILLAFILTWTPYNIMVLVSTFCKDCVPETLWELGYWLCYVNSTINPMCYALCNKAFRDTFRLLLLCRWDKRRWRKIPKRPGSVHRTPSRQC
CHRM5 agonist – CHRM5 agonism in calcium assay. CHO-K1 hM5 cells, Fluo-8 calcium fluorescence; 0% DMSO wells, 100% maximal acetylcholine response. activation, % at 3 µM. AID 624037. 360,000 compounds, 0.19% hits;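 active = activation above the run's mean over test compounds plus 3 SD, cut at about 23% in these data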;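 note: signal is peak over basal fluorescence ratio across the kinetic read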
M1 ag – activates human CHRM1 receptor; CHO-K1 hM1, Fluo-8 calcium fluorescence, agonist mode; 0% DMSO, 100% acetylcholine EC100; 360,000 compounds, 0.33% hits; AID 588814; activation, % at 3 µM; P11229;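 active = activation above the run's mean compound activation plus 3 SD, cut at about 16% in these data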;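 note: peak over basal fluorescence ratio within a 140 s kinetic read after compound addition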
M1 PAM – human CHRM1 positive allosteric modulation; CHO-K1 hM1, Fluo-8 calcium fluorescence, ACh EC20; 0% = ACh EC20, 100% = maximal ACh; 360,000 compounds, 0.088% hits; P11229; AID 588819; activation, % at 3 µM; in the data active = activation above about 19%, passing the limit was not always enough
Active calls of the source: *; nt = no result given.

1) CC(=O)Nc1ccc(NC(=O)C2CCCN2C(=O)NC2CCCCC2)cc1 (stereo unspecified)
2) CC1(O)N(CCC(=O)Nc2cccc(F)c2)C(=O)OC12CCCCC2 (stereo unspecified)
3) Cc1ccc(/C=N/Nc2cccc3cccnc23)c(O)c1
4) CC1CCN(CC(=O)Nc2ccc(Br)cc2[N+](=O)[O-])CC1
5) COc1ccccc1C(=O)COC(=O)CCNS(=O)(=O)c1ccc(C)c(C)c1
6) O=C(c1ccc(Cl)cc1)C1CCCN(Cc2cccn2-c2ccccn2)C1 (stereo unspecified)

Compound	1	2	3	4	5	6
TAAR1 ag	5	0	6	2	2	4
CHRM4 agonist	1	1	0	-1	4	7
CHRM5 antagonist	12	8	-5	-2	-1	2
M5 PAM	-2	-4	-2	7	-1	-6
M4 antag	-2	-6	8	-3	0	-7
M1 antag	-18	-1	4	14	2	11
CHRM5 agonist	0	2	-2	4	-1	-8
M1 ag	2	-2	-6	1	7	-1
M1 PAM	19	-5	0	-1	16	-9

7) O=C(Nc1ccc2c(c1)OCO2)c1ccc(CN2CCOCC2)cc1
8) Cc1ccc(NC(=O)c2ncn(CC(=O)N[C@H](C)c3cccc4ccccc34)n2)cc1C
9) O=C(Nc1cc([N+](=O)[O-])ccc1O)c1cccc(C(=O)Nc2cc([N+](=O)[O-])ccc2O)c1
10) COc1cccc(C(=O)N(Cc2ccco2)Cc2cc3cccc(C)c3[nH]c2=O)c1
11) COc1ccc(S(=O)(=O)N2CCC(C(=O)N[C@H](C(=O)N3CCCC3)C(C)C)CC2)cc1
12) Cc1cccc(N2CCN(S(=O)(=O)c3ccc4c(c3)CCCN4C(=O)C3CCC3)CC2)c1C

Compound	7	8	9	10	11	12
TAAR1 ag	0	3	8	27	2	0
CHRM4 agonist	0	9	0	15	0	1
CHRM5 antagonist	0	6	0	12	9	3
M5 PAM	-3	-1	-2	-9	-2	1
M4 antag	12	3	4	11	-1	0
M1 antag	12	-10	-14	9	-8	4
CHRM5 agonist	-4	-1	1	3	-4	-3
M1 ag	-4	3	2	3	-8	-2
M1 PAM	-3	7	8	-9	6	-2

13) NC(=O)c1ccccc1OC1CCC1
14) CC(C)(C)OC[C@H](NC(=O)c1[nH]cnc1C(=O)Nc1ccccc1F)C(=O)OC(C)(C)C
15) CCOC(=O)C1=C(C)NC(C)=C(C(=O)OCC)C1/C=C/c1ccccc1OC
16) Cc1ccc(S(=O)(=O)Nc2ccc(SC(F)F)cc2)c(C)c1
17) CCn1c(N2CCN(C(=S)NC)CC2)nc2ccccc21
18) O=C(NCCN1CCOCC1)c1cc(S(=O)(=O)Nc2ccccc2F)c(Cl)cc1Cl

Compound	13	14	15	16	17	18
TAAR1 ag	1	-1	0	3	7	6
CHRM4 agonist	1	-1	-1	1	3	1
CHRM5 antagonist	1	4	1	9	4	-9
M5 PAM	2	-3	-9	-7	-7	5
M4 antag	13	3	-2	2	6	-7
M1 antag	-18	-2	4	1	-25	1
CHRM5 agonist	0	0	-5	-4	4	4
M1 ag	2	-6	-3	-6	-3	-3
M1 PAM	24	-5	-7	-8	0	-5

19) CC(C)CNC(=O)c1cc([N+](=O)[O-])ccc1N1CCCCC1
20) Nc1cccc(O)c1
21) O=C1CCN(CCCc2ccccc2)CCN1CCO
22) CCOC(=O)c1ccc(S(=O)(=O)Nc2ccccc2-c2nnn(CC)n2)cc1
23) Cc1cc(OC(=O)C(C)(C)C)c([N+](=O)[O-])c(=O)[nH]1
24) COc1cc(N/C=C(\C(C)=O)c2ccccc2)cc(OC)c1

Compound	19	20	21	22	23	24
TAAR1 ag	0	4	12	4	7	nt
CHRM4 agonist	-1	1	0	15	1	-1
CHRM5 antagonist	-10	5	14	15	-3	-8
M5 PAM	3	-4	-9	-23	4	-1
M4 antag	-7	-4	1	19	-10	-7
M1 antag	-1	-12	2	47*	-7	-3
CHRM5 agonist	-6	1	2	2	1	-7
M1 ag	-10	1	-6	-6	-7	-4
M1 PAM	5	13	5	-32	9	1

Sorted by molar mass (ascending): some entries from above.
24) COc1cc(N/C=C(\C(C)=O)c2ccccc2)cc(OC)c1
17) CCn1c(N2CCN(C(=S)NC)CC2)nc2ccccc21
8) Cc1ccc(NC(=O)c2ncn(CC(=O)N[C@H](C)c3cccc4ccccc34)n2)cc1C
9) O=C(Nc1cc([N+](=O)[O-])ccc1O)c1cccc(C(=O)Nc2cc([N+](=O)[O-])ccc2O)c1
14) CC(C)(C)OC[C@H](NC(=O)c1[nH]cnc1C(=O)Nc1ccccc1F)C(=O)OC(C)(C)C
18) O=C(NCCN1CCOCC1)c1cc(S(=O)(=O)Nc2ccccc2F)c(Cl)cc1Cl

Compound	24	17	8	9	14	18
TAAR1 ag	nt	7	3	8	-1	6
CHRM4 agonist	-1	3	9	0	-1	1
CHRM5 antagonist	-8	4	6	0	4	-9
M5 PAM	-1	-7	-1	-2	-3	5
M4 antag	-7	6	3	4	3	-7
M1 antag	-3	-25	-10	-14	-2	1
CHRM5 agonist	-7	4	-1	1	0	4
M1 ag	-4	-3	3	2	-6	-3
M1 PAM	1	0	7	8	-5	-5

Complete entries, looked up by structure. Values in the order: TAAR1 ag, CHRM4 agonist, CHRM5 antagonist, M5 PAM, M4 antag, M1 antag, CHRM5 agonist, M1 ag, M1 PAM
O=C1CCN(CCCc2ccccc2)CCN1CCO as listed: 12, 0, 14, -9, 1, 2, 2, -6, 5
Nc1cccc(O)c1 as listed: 4, 1, 5, -4, -4, -12, 1, 1, 13

(listing goes on)
25) CSC1=N/C(=C\c2cccc(F)c2)C(=O)S1
26) NS(=O)(=O)c1ccc(NNC(=O)c2ccc(F)cc2F)cc1
27) CCC(=O)c1ccc(OCC(=O)Nc2cc(S(=O)(=O)N3CCCCC3)ccc2OC)cc1
28) Cc1ccccc1Nc1nc(N)nc(CSc2nnnn2-c2ccccc2)n1

Compound	25	26	27	28
TAAR1 ag	23	4	-1	0
CHRM4 agonist	0	1	7	5
CHRM5 antagonist	-10	3	3	-6
M5 PAM	-11	11	-7	3
M4 antag	-7	4	9	-4
M1 antag	-4	-12	1	-4
CHRM5 agonist	-2	1	-2	4
M1 ag	-3	1	-1	0
M1 PAM	4	11	-2	1

High-throughput results (PubChem)

Some of the compounds tested; rates above refer to the full screens.
